# Source: PubChem BioAssay (The Scripps Research Institute Molecular Screening Center)
# OXTR potentiator = potentiates the human oxytocin receptor response; CHO-OTR cells, Fluo-8 calcium fluorescence, potentiator mode; 0% = oxytocin EC15, 100% = EC100; 0.061% of 320,000 active; P30559; activation, % at 3 µM; AID 2445;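 active = activation above that plate's cutoff, the mean activation of tested compounds plus 3 SD, cut at about 6.6% in these data, passing the limit was not always enough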;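 also: 100% uses oxytocin at 75 nM as the full agonist control; some results filed as inactive read as strong as hits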
#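 Dosing: Single dose, 3.0 µM nominal final compound concentration | Material: Human OTR in CHO cells | Technique: Kinetic Fluo-8 calcium fluorescence | Benchmarks: EC15 oxytocin alone as 0%, 75 nM oxytocin as 100% | Probe or stimulus: Oxytocin at about EC15, sub-maximal agonist stimulus | Incubation: Compound 6 min at room temperature before oxytocin, 100 s read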
# CHO-K1 Ca antag = M1 antagonist counterscreen hit in parental CHO-K1 cells; inhibition, % at 3 µM; 0.6% of 360,000 active; ATP-induced calcium, Fluo-8 fluorescence;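 active = inhibition above a per-plate cutoff, the plate's mean sample inhibition plus 3 SD, cut at about 24% in these data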;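 also: 0% = DMSO plus EC80 ATP and 100% = DMSO alone without ATP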
# V1R ag counter = activates human V1a receptor in oxytocin agonist counter-screen | P37288 | CHO-V1R cells, Fluo-8 calcium fluorescence, agonist mode; 0% DMSO, 100% 3 nM vasopressin | activation, % at 3 µM | 0.25% of 320,000 active;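 active = activation above the mean activation of all tested compounds plus 3 SD, per screening run, cut at about 20% in these data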;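 also: signal is peak over basal fluorescence ratio across a 100 second FLIPR read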
# Target sequence (P37288 whole entry, looked up): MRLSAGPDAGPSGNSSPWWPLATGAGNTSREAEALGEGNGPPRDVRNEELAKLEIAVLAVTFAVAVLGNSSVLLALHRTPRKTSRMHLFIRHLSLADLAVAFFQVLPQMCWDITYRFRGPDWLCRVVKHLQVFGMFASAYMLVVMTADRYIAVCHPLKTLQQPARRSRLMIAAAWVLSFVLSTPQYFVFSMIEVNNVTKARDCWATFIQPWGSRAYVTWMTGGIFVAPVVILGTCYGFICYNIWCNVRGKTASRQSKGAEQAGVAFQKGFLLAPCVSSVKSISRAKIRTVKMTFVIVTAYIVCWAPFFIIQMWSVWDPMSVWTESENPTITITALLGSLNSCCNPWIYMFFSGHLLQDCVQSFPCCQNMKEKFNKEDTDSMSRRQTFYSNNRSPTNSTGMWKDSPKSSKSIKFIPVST
# M1 ag parental = counter-screen for M1 agonists: effect in parental CHO-K1 cells; activation, % at 3 µM; 0.48% of 360,000 active; Fluo-8 calcium fluorescence; scaled to maximal ATP response, vehicle zero; in the data active = activation above about 15%;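 also: untransfected CHO-K1 host cells lacking M1 receptor as counterscreen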
# GPR7 antag = human neuropeptides B/W receptor 1 antagonism; P48145; GPR7-expressing cells, fluorescence antagonist assay; inhibition, % at 4.4 µM; 1.1% of 290,000 active; AID 1861; in the data active = inhibition above about 16%, passing the limit was not always enough;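 also: cells stimulated with the agonist NPW; 0% = agonist with vehicle and 100% = vehicle without agonist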
# Target sequence (P48145 whole entry, looked up): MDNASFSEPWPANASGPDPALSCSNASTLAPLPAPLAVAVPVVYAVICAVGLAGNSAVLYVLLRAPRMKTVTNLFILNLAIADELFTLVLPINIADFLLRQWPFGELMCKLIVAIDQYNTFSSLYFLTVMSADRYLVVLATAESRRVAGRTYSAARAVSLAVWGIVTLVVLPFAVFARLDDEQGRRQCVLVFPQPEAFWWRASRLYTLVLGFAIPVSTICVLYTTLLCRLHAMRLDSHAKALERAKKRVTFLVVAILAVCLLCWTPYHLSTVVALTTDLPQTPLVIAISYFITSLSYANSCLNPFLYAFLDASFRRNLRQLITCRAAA
# M1 PAM parental = counter-screen for M1 PAMs: effect in parental CHO-K1 cells. activation, % at 3 µM. ATP EC20, Fluo-8 calcium fluorescence; 0% at ATP EC20, 100% at ATP max. 0.02% of 360,000 active;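 active = activation above the run cutoff, the mean activation of all test compounds plus 3 SD, cut at about 40% in these data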;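 also: peak over basal fluorescence ratio in a 140 s read after ATP addition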
# OXTR ag = human OXTR agonism | P30559 | CHO-OTR cells, Fluo-8 calcium fluorescence; normalized: DMSO 0%, oxytocin 100% | activation, % at 3 µM | 0.32% of 320,000 active | AID 2435;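 active = activation above the mean of all tested compounds plus 3 SD, cutoff set per screening run, cut at about 20% in these data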;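 also: peak over basal fluorescence ratio from a 100 s FLIPR kinetic read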
# CHO parental Ca = signal in parental CHO cells, OX1R antagonist counter-screen | parental CHO-K1, ATP-induced calcium, Fluo-8 fluorescence | inhibition, % at 5.6 µM | 0.63% of 330,000 active | AID 463079;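 active = inhibition above that plate's mean sample inhibition plus 3 SD, cut at about 26% in these data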;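 also: 0% = ATP-challenged DMSO wells and 100% = DMSO wells without ATP; some compounds past the cut are filed as inactive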
#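 Assay system: untransfected parental CHO cell line. Also added: ATP agonist challenge. Dosing: one dose, 5.6 µM nominal. Measured by: Fluo-8 fluorescence. Read-out: % inhibition. Benchmarks: ATP wells versus no-ATP DMSO wells. Repeats: no replicates.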
# TAAR1 antag = human TAAR1 antagonism; Q96RJ0; CHO RD-HGA16 TAAR1, Fluo-8 calcium fluorescence, antagonist; inhibition, % at 3 µM; 1.5% of 360,000 active; AID 624466;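 active = inhibition above a per-plate cutoff, the mean inhibition of test compounds on that plate plus 3 SD, cut at about 49% in these data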;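 also: 0% = DMSO plus EC80 beta-PEA response and 100% = DMSO alone without agonist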
# Target sequence (Q96RJ0 whole entry, looked up): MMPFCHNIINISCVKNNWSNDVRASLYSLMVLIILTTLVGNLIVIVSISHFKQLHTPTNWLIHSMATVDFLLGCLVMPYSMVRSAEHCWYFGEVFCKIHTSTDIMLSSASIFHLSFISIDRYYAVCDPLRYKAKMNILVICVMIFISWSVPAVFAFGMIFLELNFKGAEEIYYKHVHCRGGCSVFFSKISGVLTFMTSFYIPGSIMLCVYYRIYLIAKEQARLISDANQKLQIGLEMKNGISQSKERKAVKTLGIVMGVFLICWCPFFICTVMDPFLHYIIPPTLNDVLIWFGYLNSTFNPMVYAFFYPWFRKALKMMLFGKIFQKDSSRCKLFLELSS
#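 Test system: CHO RD-HGA16 cells bearing hTAAR1 | Reagent: β-PEA, EC80 | Compound dosing: 3 µM, single point | Schedule: Dye loading 75 min at 37 °C, then 30 min room temperature | Signal: Calcium fluorescence with Fluo-8 | Evaluation: Percent inhibition of PEA-evoked calcium signal, max/basal emission ratio | Control set: DMSO-only wells and EC80 β-PEA-stimulated wells | Repeats: Singlicate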
# Numbers without * were called inactive; · = no result given. Compounds as they come; 3.5% or so of the library scored in one or more.
no.	molecule	OXTR potentiator	CHO-K1 Ca antag	V1R ag counter	M1 ag parental	GPR7 antag	M1 PAM parental	OXTR ag	CHO parental Ca	TAAR1 antag
1	CCOC(=O)N1CCC(N2Cc3cccc(C(=O)Nc4ccc(S(=O)(=O)N(CC)CC)cc4)c3C2=O)CC1	-10	-13	0.2	1.3	-11	-9	-0.6	-12	1
2	Oc1cccc2ccc(/C=C/c3ccc(Br)s3)nc12	0	3	-0.3	-0.8	-15	11	-1.5	-23	-6
3	CC1(C)Cc2c(sc3nc(-c4ccccc4Cl)n(N)c(=O)c23)CO1	-4	-2	1.6	1.2	4	10	2.8	-7	19
4	O=C(CC1SC(=Nc2ccccc2)N(CCCCO)C1=O)NCc1ccccc1 (stereo not drawn)	-10	4	0.6	0.1	9	8	-1.1	-22	-3
5	O=C(N/N=C/c1ccc(OCCCF)cc1)c1cc(OCC(F)(F)F)ccc1OCC(F)(F)F	-8	-5	-0.6	-0.7	-3	7	-2.5	-12	2
6	O=C(NCc1ccc(N2CCCC2=O)cc1)C1CCC(=O)N(Cc2ccccc2F)C1 (stereo not drawn)	-8	-13	-0.1	0.4	-13	20	-0.9	-6	-11
7	CC(NC(=O)OCc1ccccc1)c1ccccc1 (stereo not drawn)	-5	-7	-1.1	-0.2	·	12	-2.8	-6	-14
8	CC(C)(C)C1=Nn2c(nnc2-c2n[nH]c3c2CCC3)SC1	3	-1	-0.1	0.8	-7	15	0.2	-10	9
9	CCn1cc(C(=O)NCCCN2CCC(C)CC2)c2cc(OC)c(OC)cc2c1=O	-2	5	0.9	-0.2	3	4	0.0	-7	10
10	Cc1ccc(C(=O)OCC(=O)NC(C)C)cc1S(=O)(=O)N1CCOCC1	-1	-12	1.0	1.5	-2	3	1.8	0	-20
11	COc1cc(/C=N/NC(=O)C(=O)NCC2CCCO2)ccc1O (stereo not drawn)	-8	15	-0.3	-0.5	-1	-12	-1.2	10	-13
12	COC(=O)Nc1ccc(S(=O)(=O)N2CCCC(C(=O)N3CCN(C)CC3)C2)cc1 (stereo not drawn)	-12	-16	-0.4	0.8	16	16	0.5	-3	-15
13	Nc1ncn(-c2ncc(C(F)(F)F)cc2Cl)n1	-8	-3	0.1	0.5	-11	13	-0.4	8	0
14	CCOC(=O)N1CCN(c2ncnc3scc(-c4ccccc4)c23)CC1	-5	-12	-1.6	-1.7	14	-3	-1.6	-17	-44
15	Cc1ccc(N(CC(=O)NCc2ccncc2)S(C)(=O)=O)cc1Cl	-1	13	0.9	0.5	8	3	-0.1	-7	11
16	Cc1ccc(C(=O)CNc2ccccc2)cc1	-4	-9	-0.6	1.7	-10	7	-1.3	-15	-5
17	C=CCn1c(SCC(=O)N2CCCC2)nc2scc(-c3cccs3)c2c1=O	-3	-15	-0.3	0.2	-10	-6	6.1	-20	9
18	CC(C)(C)c1cc(C(F)(F)F)nc(SCCCNC(=O)c2ccco2)n1	-21	3	8.5	3.8	-2	11	7.8	6	9
19	N#CCCN(C(=S)NC(=O)c1ccco1)c1ccccc1F	-10	-18	-0.5	0.2	-9	2	0.3	-3	-15
20	O=C(CCN1CCCCCC1)Nc1ccccc1F	-21	-3	-0.3	0.3	-6	2	0.4	8	0
21	COc1ccc2c(c1)N(C)/C(=C/c1cccc[n+]1C)S2	-9	-9	0.4	0.3	1	5	0.9	1	-8
22	c1ccc(-c2nnc(-c3ccco3)n2-c2ccccc2)cc1	-13	-3	-0.7	0.1	4	3	-1.1	-7	-13
23	COc1ccc(S(=O)(=O)N2CCN=C2SCc2cccc(F)c2)cc1	-6	-6	0.2	0.8	27*	-1	0.6	-11	-10
24	O=C1Nc2ccc([N+](=O)[O-])cc2C1=Nc1cccc(CO)c1	·	17	·	-0.6	-15	-8	·	·	12
25	COc1cc(C(=O)Nc2ccc3nc4n(c(=O)c3c2)CCCC4)ccc1Br	-7	10	3.2	5.4	-13	5	-0.3	-24	4
26	Cn1c(SCC(=O)Nc2cccc(S(=O)(=O)N3CCOCC3)c2)nnc1-c1ccncc1	-10	-5	1.1	0.3	-3	-7	-0.2	-16	-15
27	CCOC(=O)CN(C(=O)CSc1nnc(CNc2ccc(C)cc2C)n1CC)c1ccccc1	-4	-8	-0.2	0.7	14	21	-1.1	-24	-7
28	CCS(=O)(=O)CCSc1nc2ccccc2s1	-5	-8	0.0	0.2	-12	20	0.1	-15	17
29	CCOC(=O)CCN(Cc1cccs1)S(=O)(=O)c1ccc(Cl)cc1	-10	-14	-0.3	-0.3	4	10	-1.0	-22	·
30	COc1ccc(Cl)cc1C(=O)OCC(=O)N(C)CC(=O)Nc1ccc(F)cc1	-5	-8	1.2	1.5	·	-7	1.8	-18	-19
31	COc1cc(Cl)cc(/C=C/c2ccc3cccc(O)c3n2)c1OC	-6	-12	1.0	0.5	-18	-3	-1.1	-3	23
32	COC(=O)c1ccc(CSc2nnc(SCc3ccc(C(=O)OC)o3)s2)o1	-4	-19	0.1	3.6	-6	24	-0.9	-28	-1
33	C[C@@H](NC(=O)[C@@H]1CCCN1C(=O)[C@@H]1CCCN1C(=O)c1ccc(Cl)cc1)c1ccccc1	·	-10	·	0.3	·	18	·	·	2
34	O=C(Cc1ccccc1F)Nc1cccc2cccnc12	2	5	-1.2	0.0	-1	-6	-2.0	-13	-17
35	COc1cc2c(cc1OC)CN(C(=O)CC1CC3CCC1C3)CC2 (stereo not drawn)	-2	-2	0.8	0.2	0	9	-0.1	-9	12
36	COc1ccc(CNC(=O)CSc2nnc(-c3cccnc3)n2N)cc1	-19	-13	-0.9	1.8	-4	5	0.1	-4	-9
37	C=CCn1c(CCSCc2ccc(OC)c(C)c2)n[nH]c1=S	-5	-8	4.2	1.6	-5	-8	6.7	-5	-6
38	COc1cc2cc(CCOC(=O)CCCC(=O)O)oc(=O)c2cc1OC	-3	2	0.5	0.6	·	-2	0.7	-2	-6
39	CCCc1ncc(C(O)c2cccc(OC)c2OC)n1C (stereo not drawn)	1	0	0.4	0.2	-7	11	0.3	-8	7
40	Cc1c(Cl)cccc1Nc1nc(N)nc(CN2CCc3ccccc3C2)n1	-13	0	-1.3	3.4	13	13	-2.6	-36	10
41	COc1ccc(S(=O)(=O)N2CCN(c3ccc4nnc(-c5ccc(F)cc5)n4n3)CC2)cc1	-9	-10	4.9	0.5	-4	35	3.2	-15	-3
42	CCN(CC)S(=O)(=O)c1cccc(C(=O)N2CCCc3ccccc32)c1	·	-40	·	1.8	-14	20	·	·	-13
43	Cc1cccc(N=Cc2cc(Br)cc(Cl)c2O)c1	-2	-8	0.6	0.3	1	13	0.8	1	11
44	Fc1ccc2nc(Nc3nc4cc5c(cc4s3)OCCO5)sc2c1	-6	1	-0.3	0.2	-12	9	2.2	-17	-4
45	CC(C)(C)C(=O)CN1CCN(C2c3ccccc3-c3ccccc32)CC1	0	-7	0.1	1.1	1	4	-1.0	-19	-6
46	CCCCN1CC(=O)N2[C@H]3c4cc(Cl)ccc4OC[C@@H]3[C@H](c3ccccc3)[C@]2(C)C1=O	-2	-9	0.0	0.3	·	18	-0.8	-37	7
47	CCCn1c(N/N=C\C=C\c2ccccc2)nc2c1c(=O)[nH]c(=O)n2C	0	-16	-1.8	1.1	-8	17	-3.2	7	21
48	C#CCOCCOCCOCCNc1nc(N2CCN(C(=O)Cn3cc(CCO)nn3)CC2)nc(N2CCN(C(=O)[C@H](Cc3ccc(O)cc3)n3cc(CCO)nn3)CC2)n1	·	0	·	0.2	·	-9	·	·	-18
49	Cn1c2c(c(=O)n(C)c1=O)CN(CCN1CCNCC1)CN2	3	-11	0.6	0.2	-11	18	1.9	-12	1
50	Cc1ccc(C)c(NC(=O)NNC(=O)CCc2ccccc2)c1	-5	-3	0.4	-0.1	-9	0	-0.1	-3	-16
51	COc1ccc(C[C@H]2CN3C(=NC[C@@H]3C)N2CCNC(=O)CCC2CCCCC2)cc1	-6	-17	0.2	-0.5	-1	8	-1.3	-27	-7
52	CCCN(CCC)CCCNS(=O)(=O)c1cc(Br)cc2c1N(C(C)=O)CC2	-16	9	0.3	0.1	-8	10	-0.7	-2	1
53	CCOC(=O)N(C)c1c(CC)nc2c(OCc3ccccc3OC)cccn12	·	-6	·	0.1	·	14	·	·	-36
54	Fc1ccccc1-c1cc2ccccc2cn1	-1	6	-0.4	0.1	·	-5	-2.1	-23	-2
55	COc1ccc(S(=O)(=O)Oc2ccc(C(=S)N3CCOCC3)cc2OC)cc1	-20	-6	6.7	1.3	-9	19	3.9	-5	-2
56	CCC1CCCCN1CCCNC(=O)C1CCCN(c2nn3c(=O)cc(C)nc3s2)C1 (stereo not drawn)	-10	-9	0.3	0.3	-7	7	-0.4	1	7
57	CCCCNC(=O)c1cccc(C(=O)NCCCC)c1	8	-11	0.5	-0.3	-14	16	0.5	10	-1
58	NS(=O)(=O)c1ccc(Cl)c(C(=O)Nc2ccccc2[N+](=O)[O-])c1	-12	1	1.4	0.5	10	17	-0.6	5	5
59	CSc1ccccc1OCc1cc(C(=O)NC2CCOC(C)(C)C2)no1 (stereo not drawn)	-1	-1	4.2	0.9	-7	-11	0.1	-2	22
60	CC(C)c1ccc(Nc2nc(Cl)nc(NCc3ccco3)n2)cc1	-5	-6	0.7	-0.1	3	-9	-1.0	3	-46

# New compounds follow:
no.	molecule	OXTR potentiator	CHO-K1 Ca antag	V1R ag counter	M1 ag parental	GPR7 antag	M1 PAM parental	OXTR ag	CHO parental Ca	TAAR1 antag
61	N#Cc1cc2c(nc1SCC(=O)Nc1sc3c(c1C#N)CCC3)CCCC2	-16	20	0.7	-0.3	-15	-7	0.1	-22	-2
62	O=C1CN(C(=O)COc2ccc(F)cc2Br)c2ccccc2N1	-7	-12	-1.3	0.8	-6	1	-0.8	0	2
63	COc1ccc2cc(C(C)C(=O)OC(C)C)ccc2c1 (stereo not drawn)	-3	-24	-1.4	-0.2	·	18	-1.9	-15	8
64	Cc1cccc2cc(CN(Cc3ccc(F)cc3)C(=O)N3CCOCC3)c3nnnn3c12	-4	-10	1.5	1.4	0	7	-0.3	-7	-20
65	CC(=O)Nc1cccc(-c2csc(NCc3ccccc3)n2)c1	-14	-12	-0.4	1.3	-15	11	-1.3	-11	6
66	CCN(C(=O)c1cn(CC)c(=O)c2cc(OC)c(OC)cc12)c1ccccc1C	-5	-1	-1.0	0.8	-11	9	-1.9	-14	7
67	O=C(Nc1ccccc1)N1N=CCC1c1ccccc1 (stereo not drawn)	·	1	·	0.0	-4	2	·	·	-12
68	O=C(Nc1ccc(-c2nc3ccccc3s2)cc1)C1=COCCO1	4	-6	1.4	-0.2	0	6	0.9	3	-18
